Source: PubChem BioAssay
CHO-K1 Ca antag – nonselective inhibitor or artifact in parental CHO-K1 cells; ATP-induced calcium, Fluo-8 fluorescence; inhibition, % at 3 µM; 360,000 tested, 0.6% active;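 active means inhibition above a per-plate cutoff, the plate's mean sample inhibition plus 3 SD, cut at about 24% in these data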;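 further: 0% = DMSO plus EC80 ATP and 100% = DMSO alone without ATP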
CHRM1 PAM – potentiates human M1 receptor response to acetylcholine | P11229 | CHO-K1 hM1, Fluo-8 calcium fluorescence, ACh EC20; 0% = ACh EC20, 100% = maximal ACh | activation, % at 3 µM | 360,000 tested, 0.088% active | AID 588819; in the data active means activation above about 19%, passing the limit was not always enough
Target sequence (P11229 whole entry, looked up): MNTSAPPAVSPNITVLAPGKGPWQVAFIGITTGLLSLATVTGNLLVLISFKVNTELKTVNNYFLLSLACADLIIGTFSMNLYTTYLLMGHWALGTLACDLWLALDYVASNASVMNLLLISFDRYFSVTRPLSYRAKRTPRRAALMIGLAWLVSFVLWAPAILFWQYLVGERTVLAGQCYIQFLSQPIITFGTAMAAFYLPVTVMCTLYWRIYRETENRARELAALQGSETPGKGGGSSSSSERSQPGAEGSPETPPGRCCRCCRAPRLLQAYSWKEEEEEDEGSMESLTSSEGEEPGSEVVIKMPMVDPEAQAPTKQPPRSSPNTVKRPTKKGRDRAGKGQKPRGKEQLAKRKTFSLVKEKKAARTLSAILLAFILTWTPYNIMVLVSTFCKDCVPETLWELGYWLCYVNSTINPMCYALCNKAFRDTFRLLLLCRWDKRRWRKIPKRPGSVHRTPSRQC
CHO parental Ca – signal in parental CHO cells, OX1R antagonist counter-screen | parental CHO-K1, ATP-induced calcium, Fluo-8 fluorescence | inhibition, % at 5.6 µM | 330,000 tested, 0.63% active | AID 463079;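 active means inhibition above that plate's mean sample inhibition plus 3 SD, cut at about 26% in these data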;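 further: 0% = ATP-challenged DMSO wells and 100% = DMSO wells without ATP; some compounds past the cut are filed as inactive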
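Test system: parental CHO cells; detection: calcium-sensitive Fluo-8 fluorescence; evaluation: percent inhibition of calcium signal; also added: ATP as calcium-mobilizing challenge; repeats: one well per compound; control set: ATP-challenged DMSO wells low, unchallenged DMSO wells high; compound: single nominal dose of 5.6 µM per compound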
CHO-K1 Ca ag – counter-screen for M1 agonists: effect in parental CHO-K1 cells. 360,000 tested, 0.48% active. Fluo-8 calcium fluorescence; scaled to maximal ATP response, vehicle zero. activation, % at 3 µM. AID 602248; in the data active means activation above about 15%;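 further: untransfected CHO-K1 host cells lacking M1 receptor as counterscreen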
M1 PAM parental – nonselective activator or artifact in parental CHO-K1 calcium assay; ATP EC20, Fluo-8 calcium fluorescence; 0% at ATP EC20, 100% at ATP max; activation, % at 3 µM; 360,000 tested, 0.02% active; AID 602247;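 active means activation above the run cutoff, the mean activation of all test compounds plus 3 SD, cut at about 40% in these data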;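 further: peak over basal fluorescence ratio in a 140 s read after ATP addition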
TAAR1 antagonist – antagonists of human TAAR1; inhibition, % at 3 µM; 360,000 tested, 1.5% active; CHO RD-HGA16 TAAR1, Fluo-8 calcium fluorescence, antagonist; Q96RJ0;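 active means inhibition above a per-plate cutoff, the mean inhibition of test compounds on that plate plus 3 SD, cut at about 49% in these data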;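 further: 0% = DMSO plus EC80 beta-PEA response and 100% = DMSO alone without agonist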
Target sequence (Q96RJ0 whole entry, looked up): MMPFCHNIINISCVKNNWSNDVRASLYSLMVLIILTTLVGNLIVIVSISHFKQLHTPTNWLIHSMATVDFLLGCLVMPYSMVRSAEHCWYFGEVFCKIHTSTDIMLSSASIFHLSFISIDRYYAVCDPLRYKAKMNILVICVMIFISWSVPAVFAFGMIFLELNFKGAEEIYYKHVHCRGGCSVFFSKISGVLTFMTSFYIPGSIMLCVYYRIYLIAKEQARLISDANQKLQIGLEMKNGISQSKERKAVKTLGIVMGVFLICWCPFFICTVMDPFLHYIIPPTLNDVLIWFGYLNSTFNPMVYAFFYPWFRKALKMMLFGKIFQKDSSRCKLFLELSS
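Test system: hTAAR1-expressing CHO RD-HGA16 cells, Gα16-coupled; Probe or stimulus: EC80 β-phenethylamine stimulus; Compound dosing: single nominal final test compound concentration of 3 µM; Timing: 140 s kinetic read after compound, 140 s after agonist; Signal: Fluo-8 calcium-sensitive fluorescence; Measure: % inhibition of agonist calcium response; Controls: DMSO and EC80 PEA controls.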
CHRM1 antagonist – human CHRM1 antagonism; CHO-K1 hM1, Fluo-8 calcium fluorescence, ACh EC80 antagonist; 360,000 tested, 1.3% active; inhibition, % at 3 µM; AID 588852;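 active means percent inhibition above its own plate's cutoff, namely the mean of that plate's compound wells plus 3 SD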;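 further: peak over basal fluorescence ratio during 140 s after agonist addition; 0% = ACh EC80 plus DMSO and 100% = DMSO alone without agonist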
M1 ag – human M1 muscarinic receptor agonism. P11229. activation, % at 3 µM. CHO-K1 hM1, Fluo-8 calcium fluorescence, agonist mode; 0% DMSO, 100% acetylcholine EC100. AID 588814. 360,000 tested, 0.33% active;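 active means activation above the run's mean compound activation plus 3 SD, cut at about 16% in these data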;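 further: peak over basal fluorescence ratio within a 140 s kinetic read after compound addition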
TAAR1 ag – human TAAR1 agonism. Q96RJ0. activation, % at 3 µM. 360,000 tested, 0.99% active. CHO RD-HGA16 TAAR1, Fluo-8 calcium fluorescence; vehicle wells 0%, saturating PEA agonist 100%;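 active means activation above the mean activation of all test compounds in the run plus 3 SD, cut at about 38% in these data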
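Assay system: CHO-derived RD-HGA16 cells with stable Gα16 and human TAAR1; timing: 17-24 h seeding, 75 min 37 °C dye, 30 min RT; read-out: % activation from peak over basal fluorescence ratio, DMSO-to-PEA scaled; measured by: kinetic Fluo-8 calcium fluorescence; benchmarks: low control DMSO, high control PEA (EC100); doses: 3 µM single concentration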
An asterisk follows results filed as active; · = not tested or not shown. No enrichment for hits; any-hit rate near 4.4%.

SMILES	CHO-K1 Ca antag	CHRM1 PAM	CHO parental Ca	CHO-K1 Ca ag	M1 PAM parental	TAAR1 antagonist	CHRM1 antagonist	M1 ag	TAAR1 ag
CN(C)S(=O)(=O)c1cccc(NC(=S)NCCCn2ccnc2)c1	-5	10	-15	0.1	-12	5	-7	-6	0
CCn1c(COc2ccccc2C)nnc1SCC(=O)NC1CCCC1	-14	8	-5	1.9	15	19	-5	-5	2
CCn1cc(/C=C(\NC(=O)c2ccccc2F)C(=O)NCCCn2ccnc2)c2ccccc21	-6	11	-24	1.9	5	-3	-6	-2	2
O=S(=O)(NCCc1c[nH]c2ccccc12)c1ccccc1	-2	9	-5	3.0	13	7	-9	-3	0
CCN(CC(=O)NC(=O)NC1CCCCC1)Cc1ccccc1	3	4	-13	-0.5	0	-14	-1	-2	9
CC1=CC(C)C2C(=O)N(O)C(=O)C2C1 (stereo not given)	2	2	7	1.8	14	6	-14	-1	7
COc1cc(F)ccc1S(=O)(=O)N1CCN(c2ccccc2)CC1	0	4	-6	1.1	6	-22	-4	-4	3
O=c1[nH]nnc2c1ncn2C1OC(CO)C(O)C1O (stereo not given)	0	8	·	0.3	13	-18	-14	-3	2
Cc1cc(C)cc(NC(=S)/C(=C(\[O-])c2ccc(Cl)cc2Cl)[n+]2ccc(C(C)(C)C)cc2)c1	-6	4	-3	1.1	-2	-13	-8	-4	-1
COc1ccccc1CNC(=O)COC(=O)c1cc(C)nc2ccccc12	-2	-2	-4	3.2	9	18	5	-1	13
CC(NC(=O)Cn1cc(C(=O)C2CC2)c2ccccc21)c1ccccc1 (stereo not given)	10	4	-16	0.8	0	7	-22	4	4
O=C(N1CCN(c2ccccc2F)CC1)C1(c2cccs2)CCOCC1	-5	-9	-14	0.4	0	-24	1	-2	3
Clc1ccc2nc(C3CCCCC3)c(CC3CCCCC3)n2c1	-2	-11	·	-0.5	1	2	-16	-6	1
CCCCNC(=O)c1[nH]c(C)c(C(C)=O)c1C	-6	1	-2	0.7	6	12	-2	-6	2
COc1ccc(/C=C2/SC(=S)N(Cc3ccccc3)C2=O)cc1O	5	18	·	0.1	-4	-44	-21	2	15
CCCNC(=O)CN(c1ccccc1)S(=O)(=O)c1ccc(OC)c(OC)c1	-9	0	-23	-0.1	7	5	-15	-4	0
CCOc1ccccc1C(=O)Nn1c(C2CCC2)nc2ccccc2c1=O	-45	-8	-14	4.0	19	33	4	-2	11
COCCCN1C(=O)C(=O)/C(=C(/O)c2ccc(OCC(C)C)cc2C)C1c1cccnc1 (stereo not given)	-17	2	-13	-0.2	-8	-12	-3	0	8
O=C(Oc1cc2oc(=O)c3c(c2cc1Cl)CCCC3)c1cccs1	-11	2	-14	1.9	18	9	-11	-5	2
Cc1ccc(S(N)(=O)=O)cc1NC(=O)C(c1ccccc1)c1ccccc1	-4	6	-1	0.7	16	-12	-11	-5	2
CCCOc1ccc(C(=O)OCC(=O)NCCc2ccc(OCC)c(OCC)c2)cc1OC	-19	7	-26	-0.6	21	-34	-18	-7	0
O=C(Nc1cccc(C(F)(F)F)c1)NC1CCN(S(=O)(=O)c2ccc(F)cc2)CC1	19	-12	34*	4.2	-3	18	11	-1	13
COc1ccc(CNC(=O)c2ccccc2NC(=O)C2=CSCCO2)c(OC)c1	-3	-1	-10	2.2	6	21	6	-4	0
S=C(NCc1ccccc1)NCc1cccc(CNC(=S)NCc2ccccc2)c1	22	-9	20	15	-2	42	9	-3	14
CC(C)Cn1cnc2c1c(=O)n(CC(=O)NC(=O)NC(C)(C)C)c(=O)n2Cc1ccccc1	-2	5	-7	-0.4	13	-3	-4	-5	-1
COC(=O)C1=C(C(=O)OC)[C@@H]2N(C)c3ccc(OC)cc3[C@@]23C[C@@H](C(=O)OC)N(S(=O)(=O)c2ccc(OC)cc2)C3=N1	-12	10	-10	0.0	9	14	-10	-2	14
Cc1cc(Cl)c(OCCN2C(=O)NC(C)(C)C2=O)c(Br)c1	21	9	-2	-0.2	-7	-3	-9	-5	10
Cc1ccc(Cc2c(-c3ccco3)nc3ccc(Cl)cn23)cc1	-21	2	·	0.9	-5	·	-23	0	·
CC1(C)Cc2c(c(=S)nc(-c3ccccc3)n2Cc2cccnc2)CO1	-5	10	-5	3.2	7	-35	-8	-1	1
Cc1ccc(-n2c(SCC(=O)N3CCN(c4ccccn4)CC3)nnc2N2CCCC2)cc1	-6	4	-12	0.7	4	6	0	-7	1
COc1ccccc1C1C(C#N)=C(N)Oc2cc(C)n(Cc3ccccn3)c(=O)c21 (stereo not given)	16	11	-7	-0.3	-4	1	-5	-3	6
Cc1cc2c(SCC(=O)N3CCN(c4ccccc4)CC3)ncnc2s1	0	-1	-11	0.5	4	8	2	-3	2
CC(C)CCn1cnc2c(cnn2-c2ccc(F)cc2)c1=O	-4	3	29	0.9	18	-8	-1	-1	3
O=C(COc1ccccc1)NCC(c1cccs1)N1CCOCC1 (stereo not given)	0	-6	1	0.0	-14	-19	-2	-4	7
CC1=C(C#N)C(c2cccnc2)C2=C(CC(C)(C)CC2=O)N1 (stereo not given)	-13	9	-3	0.8	16	-16	-10	-3	5
CCOC(=O)c1cc(C(=O)OCC)c(=O)[nH]c1N1CCCC1	-9	13	-1	1.9	22	-11	-4	-5	5

Retrieved one by one from the list above:
SMILES	CHO-K1 Ca antag	CHRM1 PAM	CHO parental Ca	CHO-K1 Ca ag	M1 PAM parental	TAAR1 antagonist	CHRM1 antagonist	M1 ag	TAAR1 ag
Cc1cc(Cl)c(OCCN2C(=O)NC(C)(C)C2=O)c(Br)c1	21	9	-2	-0.2	-7	-3	-9	-5	10
CCn1c(COc2ccccc2C)nnc1SCC(=O)NC1CCCC1	-14	8	-5	1.9	15	19	-5	-5	2
COCCCN1C(=O)C(=O)/C(=C(/O)c2ccc(OCC(C)C)cc2C)C1c1cccnc1 (stereo not given)	-17	2	-13	-0.2	-8	-12	-3	0	8

Other compounds
SMILES	CHO-K1 Ca antag	CHRM1 PAM	CHO parental Ca	CHO-K1 Ca ag	M1 PAM parental	TAAR1 antagonist	CHRM1 antagonist	M1 ag	TAAR1 ag
CCc1ccc(NC(=O)Cn2nnc(C(=O)NCc3ccc(OC)cc3)c2N)cc1	1	9	-3	-0.2	-7	-9	-8	-2	1
CCCC(C(=O)O)N1C(=O)/C(=C/c2cccn2C)SC1=S (stereo not given)	-1	7	-4	1.5	14	-9	-6	-6	1
O=C(COC(=O)CC1CC2CCC1C2)Nc1cccc(S(=O)(=O)NC2=NCCCCC2)c1 (stereo not given)	-7	6	-15	3.9	11	-10	-7	-6	4
O=C(O)c1nccnc1C(=O)Nc1ccccc1-c1ccccc1	-3	13	-5	0.1	-4	-5	-9	1	1
CC#CC(=O)N1CCC(CCc2ccccc2)(C(=O)OCC)CC1	13	-2	-22	-0.4	-12	-6	-1	-6	4
COc1ccc(CN(C)C(=O)CCC(=O)N2CCN(S(=O)(=O)c3ccc(Cl)cc3)CC2)c(OC)c1	-19	2	·	9.7	5	3	-3	-2	3
CCOc1ccc(N(CC(=O)NCCC2=CCCCC2)S(=O)(=O)c2ccccc2)cc1	-14	3	-31	-0.1	13	1	-8	-8	0
CC1CCN(C(=O)Nc2cccc(NC(=O)N3CCC(C)CC3)c2)CC1	-13	5	-24	0.2	17	-9	-15	-6	1
CN1c2ccccc2C(C)(C)C12CC(c1ccc(S(=O)(=O)N3CCCCC3)cc1)=NO2 (stereo not given)	-6	0	0	-0.1	8	-16	-1	-7	3
COc1ccccc1N1CCN(C(=O)CCNC(=O)Cn2ccc3ccccc3c2=O)CC1	-9	1	-10	1.2	-10	8	-1	-3	1
O=C1C2C3C=CC(C4CC34)C2C(=O)N1/N=C/c1ccc(-c2ccccc2[N+](=O)[O-])o1 (stereo not given)	5	13	3	1.1	8	46	-21	1	13
COc1ccccc1C1=Nc2cccc3cccc(c23)N1	-6	6	-17	-0.2	5	-11	4	-2	1
Cc1cccc(NC(=O)CNC(=O)COC(=O)CCS(=O)(=O)c2ccccc2)c1C	-3	6	-12	0.6	10	-20	-4	-5	1
Cc1cc(NC(=O)Cn2ccc([N+](=O)[O-])n2)no1	-3	5	9	1.1	13	-20	-6	-4	0
O=C1c2ccccc2C(=O)N1CC(O)COc1ccc(Br)cc1 (stereo not given)	11	-1	-12	2.7	-14	-14	-3	-4	2
CSc1ccccc1NC(=O)C(C)N1C(=O)c2ccccc2S1(=O)=O (stereo not given)	6	7	-13	6.3	2	13	-6	-2	3
C[C@H](CO)N1C[C@H](C)[C@@H](CN(C)S(=O)(=O)c2ccccc2)Oc2ccc(NC(=O)CCN3CCOCC3)cc2C1=O	2	-33	0	-0.5	-4	1	35*	-12	7
CCOc1ncccc1C(=O)OCC(=O)c1ccccc1	1	1	4	2.9	10	-2	3	-3	0
O=C(NCc1ccccc1)c1cc2nc(C3CC3)cc(C(F)(F)F)n2n1	6	6	-3	0.1	9	-9	-12	-4	3
COc1ccc(-c2cnc3c(-c4ccc(F)cc4)cnn3c2N)cc1	-6	0	-14	0.4	-4	-6	-9	-1	-1
Cc1ccc(/C=N/NC(=O)C(C)NC(=O)c2ccccc2)cc1 (stereo not given)	4	5	-5	-0.8	4	2	0	-6	13
O=C(O)c1ccccc1NS(=O)(=O)c1ccc(N/N=C/c2cccc(O)c2O)c([N+](=O)[O-])c1	-17	5	·	-0.4	10	5	-4	-3	-2
CCOC(=O)N1CCN(CC(=O)Nc2nnc(C(F)(F)F)s2)CC1	9	-1	2	-0.2	-17	8	6	-6	2
CCCN(CCC)C(=O)Cn1c(=O)n(CCCCCC(=O)Nc2ccccc2)c(=O)c2sccc21	-7	-1	-5	0.7	20	-9	-3	-7	1
COc1ccccc1NCCC(=O)OCC(=O)NCc1ccco1	-1	-2	1	-0.4	10	5	1	-2	-2
COc1ccccc1N=CC1=C(O)CC(c2ccccc2)CC1=O (stereo not given)	1	-6	-2	1.5	-6	-12	10	-8	-1
CC(=O)NCCSc1ccc(S(=O)(=O)N2CCCC2)cn1	2	10	13	1.5	6	1	-9	-2	1
COc1ccc(NC(=O)CNc2cc(S(=O)(=O)N3CCOCC3)ccc2NCC2CCCO2)cc1 (stereo not given)	-14	2	-4	-0.3	12	-12	-1	-6	-2
Cc1ccc(CNC(=O)C(Cc2ccccc2)NS(=O)(=O)c2ccc3c(c2)CCC(=O)N3)cc1 (stereo not given)	-16	13	-18	0.8	28	31	-22	-4	-3
O=C(NC1CCCC1)C(c1ccccc1)N(C(=O)c1ccno1)c1ccccc1 (stereo not given)	-7	-2	-16	0.7	12	-2	3	-7	-1
CSC1=NCCN1C(=O)c1c(-c2c(F)cccc2Cl)noc1C	-25	9	-10	2.8	37	-2	-17	-4	5
